# Bioassay records (PubChem BioAssay)
# TDP43 rescue: TDP-43 toxicity inhibition in yeast; Potency, µM (highest dose often 46.1 µM), for inactives: at the highest dose growth rescue (activation), actives largely listed as activators; TDP-43 expressing yeast growth rescue, BacTiter-Glo, 24 h; 410,000 tested, 1.8% active; note: potency is the fitted concentration of half-maximal effect; % of control where 0% means no effect; nearly all actives have a fitted effect of over 50% in size
#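 Luminescence from BacTiter-Glo reports growth of TDP-43-expressing yeast after 24 hr at 30 deg C with compound. Cells were raffinose-pregrown to mid-log, then seeded in galactose medium at OD600=0.02.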
# GLP1R inv ag: acts as inverse agonist at human GLP-1 receptor; P43220; HEK293 GLP-1R CRE-luciferase, luminescence, 24 h; GLP-1R form is constitutively active; Potency, µM (top dose mostly 38.3 µM), for the others: at the top dose activity change, negative = inhibition, hits mostly inhibitors; 410,000 tested, 1.6% active; note: potency is the fitted concentration of half-maximal effect; % is set by controls: 0 for no effect and ±100 for the full control effect; nearly all actives have a fitted effect of over 55% in size
# Target sequence (P43220 whole entry, looked up): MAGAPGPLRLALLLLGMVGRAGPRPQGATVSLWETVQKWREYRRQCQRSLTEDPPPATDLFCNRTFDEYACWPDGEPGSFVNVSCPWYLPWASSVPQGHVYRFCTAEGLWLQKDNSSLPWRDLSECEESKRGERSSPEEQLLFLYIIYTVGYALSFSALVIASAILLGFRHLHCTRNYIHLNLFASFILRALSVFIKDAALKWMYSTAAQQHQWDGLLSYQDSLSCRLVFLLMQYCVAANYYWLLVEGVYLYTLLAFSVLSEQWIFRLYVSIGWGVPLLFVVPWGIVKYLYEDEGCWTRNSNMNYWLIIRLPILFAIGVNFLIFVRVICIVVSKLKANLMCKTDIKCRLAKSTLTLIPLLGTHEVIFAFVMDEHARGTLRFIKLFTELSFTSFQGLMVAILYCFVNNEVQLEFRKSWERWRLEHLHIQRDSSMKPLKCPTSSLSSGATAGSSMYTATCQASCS
#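 qHTS in 1536-well format: reporter HEK293 cells expressing constitutive GLP-1R activity in DMEM + 10% Nu serum, 24 hr with compounds at 37 deg C, luminescence read after 12 min with detection reagent.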
# aSyn yeast inh: rescues yeast growth from alpha-synuclein toxicity; Yeast expressing alpha-synuclein, growth rescue, BacTiter-Glo, 24 h; Potency, µM (series often up to 46.1 µM), for the others: at the highest dose growth rescue (activation), most hits filed as activators; 370,000 tested, 0.14% active; note: potency is the fitted concentration of half-maximal effect; % of control where 0% means no effect; nearly all actives have a fitted effect of over 65% in size
#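 Rescue of yeast growth: cells expressing toxic alpha-synuclein, induced in galactose at OD600 0.02, incubated with compound 24 h at 30 C. ATP luminescence quantified growth; inhibitors of toxicity appear as activators.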
# FUS yeast rescue: FUS proteinopathy suppression in yeast | S. cerevisiae FUS-expressing, growth rescue, OD600, 24 h | Potency, µM (doses to about 76.6 µM), for the others: at the top dose growth rescue (activation), usual class: activators | 390,000 tested, 0.24% active | AID 1347120;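 note: potency is the fitted concentration of half-maximal effect; plate controls were DMSO vehicle for no effect and reference control for full effect; nearly all actives have a fitted effect of over 55% in size; some results filed as inactive show a strong effect at the top dose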
#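 FUS-expressing yeast, raffinose-pregrown, induced in 2% galactose minimal medium at OD 0.005; compounds in a dilution series, 24hr at 30C. Growth restoration read as absorbance at 600 nm. CP55940 positive control, DMSO negative.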
# HEK293 tox: cytotoxic in the GLP-1 receptor inverse agonist counter-screen. HEK293 cAMP-luciferase reporter cells, luminescence, 24 h. Potency, µM (highest dose often 38.3 µM), inactives show at the highest dose activity change, negative = inhibition, actives largely listed as inhibitors. 410,000 tested, 0.13% active. AID 624418;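 note: loss of luciferase light is scored as toxicity; potency is the fitted concentration of half-maximal effect; % is set by controls: 0 for no effect and ±100 for the full control effect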
#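 MLSMR compounds, 24 hr on cells at 37 deg C/5% CO2; luminescence after luciferase reagent (12 min RT). Inhibition counted as the undesired cytotoxic outcome.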
# PTHR1 ag: PTHR1 (human) receptor agonism. Q03431. HEK293 GP2 PTHR1 cells, GloSensor cAMP luminescence, 1 h. Potency, µM (series often up to 115 µM), inactives show at the top dose activation, usual class: activators. 410,000 tested, 0.075% active; note: potency is the fitted concentration of half-maximal effect; nearly all actives have a fitted effect of over 55% in size; some results filed as inactive show a strong effect at the top dose; inactives centre near -15; many of its hits are not listed in these tables
# Target sequence (Q03431 whole entry, looked up): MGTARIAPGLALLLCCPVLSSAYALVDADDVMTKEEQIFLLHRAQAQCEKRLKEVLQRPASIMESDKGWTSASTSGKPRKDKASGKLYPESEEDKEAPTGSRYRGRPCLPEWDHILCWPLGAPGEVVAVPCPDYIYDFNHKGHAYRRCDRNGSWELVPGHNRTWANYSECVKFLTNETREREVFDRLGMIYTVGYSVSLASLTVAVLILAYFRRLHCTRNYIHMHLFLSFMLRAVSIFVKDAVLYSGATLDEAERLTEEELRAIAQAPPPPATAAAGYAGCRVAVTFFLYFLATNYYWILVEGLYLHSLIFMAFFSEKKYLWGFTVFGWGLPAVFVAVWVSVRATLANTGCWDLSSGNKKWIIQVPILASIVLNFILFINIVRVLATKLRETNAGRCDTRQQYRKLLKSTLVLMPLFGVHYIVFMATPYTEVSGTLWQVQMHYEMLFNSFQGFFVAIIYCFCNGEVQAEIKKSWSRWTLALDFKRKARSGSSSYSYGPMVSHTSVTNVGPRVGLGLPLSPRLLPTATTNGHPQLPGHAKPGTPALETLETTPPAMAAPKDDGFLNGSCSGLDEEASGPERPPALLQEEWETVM
#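 HEK-293-derived GP2 cells expressing PTHR1 and a GloSensor cAMP reporter, 3,000/well, plated overnight, given luciferin plus IBMX (each 0.5 mM as added) for 1 h at 37 °C, then compound for 1 h at 37 °C. Luminescence was read after 15 min at room temperature.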
# Mm-Cpn inhibitor: blocks the Methanococcus maripaludis chaperonin Mm-Cpn | purified Mm-Cpn ATPase, ADP Transcreener TR-FRET | Potency, µM (titrated, usually from 76.9 µM), for the others: at the top dose activity, negative = inhibition, actives largely listed as inhibitors | 330,000 tested, 0.031% active; note: potency is the fitted concentration of half-maximal effect; % is set by controls: 0 for no effect and ±100 for the full control effect; nearly all actives have a fitted effect of over 80% in size
#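 Measured: ADP formation by purified Mm-CPN. Conditions: 25 nM protein, 10 uM ATP, Tris pH 7.4 with Mg2+, K+ and DTT, 37°C for 30 min. Detection: Transcreener HTRF after 30 min at room temperature.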
# pAkt inh: blocks phosphorylation of Akt | 360,000 tested, 0.32% active | activity change, % for hits at 50 µM | Neuro2A IGF-stimulated pAkt S473 HTRF, 20 min; stronger effect = lower value; in the data active = activity change below about -80%; inconclusive = mostly about -51% to -80%; note: % is set by controls: 0 for no effect and ±100 for the full control effect
#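 Neuro2A cells (4,500/well, DMEM with 0.5% FBS) were treated with compound at a single 50 µM final concentration, stimulated with 6 nM IGF for 20 min at 37 °C, and lysed. Phospho-Akt Ser473 was read by HTRF as 665/615 ratio ×10^4.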
# Abeta yeast res: A-beta toxicity reversal in yeast; AID 1347071; Potency, µM (titrated, usually from 46.1 µM), for the others: top-dose growth rescue, actives largely listed as activators; 410,000 tested, 0.063% active; yeast expressing A-beta42, growth rescue, OD600, 48 h; response scale: 0% DMSO, 100% iron-clioquinol control; note: potency is the fitted concentration of half-maximal effect; nearly all actives have a fitted effect of over 55% in size
#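 Yeast A-beta toxicity model in growth medium with pinned compounds, 48 h at 30 C; growth read as absorbance at 600 nm. Normalized to FeCl3/clioquinol equimolar mix (positive) and DMSO (negative).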
# * hit, by the source's call; i = inactive; ? = inconclusive; / = no result given; & = joins results of further samples; [ ] = dose if it differs, or a comment. Unless noted, calls come from the whole dose curve; as a rule, active = well fitted curve in the direction sought with a large enough effect; inconclusive = small, poorly fitted or top-dose-only effect, or another doubt; inactive = no such curve, though single readings can be large; an effect the other way counts as inactive or inconclusive. Some of the compounds tested. The share of hits here may be higher or lower than overall.
SMILES,TDP43 rescue,GLP1R inv ag,aSyn yeast inh,FUS yeast rescue,HEK293 tox,PTHR1 ag,Mm-Cpn inhibitor,pAkt inh,Abeta yeast res
CCC1(CC)C(=O)N(C)C(=O)NC1=NCc1ccccc1,0%,0%,3%,-11%,-9%,-1%,-1%,i,11%
N#CNC(=Nc1cccc(C(F)(F)F)c1)SCc1ccc(C(=O)O)cc1,12%,25%,0%,-9%,1%,?,?,i,3%
CCc1ccc(-n2nc(CO)c(C(=O)NCc3ccccc3OC)n2)cc1,9%,5%,/,-10%,-4%,i,/,/,-9%
COc1ccc(C(=O)Nn2cnnc2)cc1,-19%,11%,-4%,4%,7%,-10%[57.5 µM],-2%,i,13%
COc1ccc(-n2c(=O)c3sc4ccccc4c3n(Cc3ccccc3)c2=O)cc1,14%,4%,/,-34%,1%,-36%[inhibitor],/,/,0%
CC1(C)Cc2c(sc3c2c(=O)n(Cc2ccccc2)c2nncn32)CO1,-12%,11%,-6%,-10%,-4%,5%[57.5 µM],2%,i,-9%
CC[C@]12c3[nH]c4ccc(OC)cc4c3CCN1C(=O)C(CC(=O)NC(C)(C)C)C[C@@H]2C(=O)N1CCN(C(=O)c2ccco2)CC1 (stereo partly specified),0%,3%,3%,21%,-4%,-3%,-2%,i,-8%
CN(C)c1ccc(CN(CC2CCCO2)C(=O)c2cccs2)cc1 (stereo unspecified),-13%,-30%,-1%,19%,-2%,i,1%,i,-11%
CC(O)(c1ccc(F)c(F)c1)c1nc(-c2ccc(Cl)cc2)cs1 (stereo unspecified),-91%[inhibitor],?,-80%[inhibitor],14%,5%,-17%,/,i,-58%[inhibitor]
N#CCSc1ccc(S(=O)(=O)N2CCOCC2)cn1,-3%,1%,0%,13%,-1%,i,-1%,i,-3%
CCCNC(=O)c1nc(C)n(-c2ccc([N+](=O)[O-])cc2)n1,22%,9%,-6%,7%,4%,i,1%,i,-15%
COc1ccc(C(=O)COC(=O)c2cc(-c3cccs3)nc3ccccc23)cc1,16%,17%,/,2%,3%,0%,/,/,-8%
CC(=O)N1CCC2(CC1)OC(=O)C(C)=C2C(=O)Nc1cc(C)ccc1C,8%,7%,/,4%,6%,-12%,/,/,2%
CCCOc1ccc(-c2nnn(CC(=O)N3CCCCC3)n2)cc1,0%,?,-1%,-4%,-6%,i,-4%,i,-2%
O=C(/C=C/c1ccc2c(c1)OCCO2)N1CCN(c2ccc(F)cc2)CC1,19%,4%,-8%,-6%,3%,-32%[inhibitor],-3%,i,2%
CCOc1cccc(-c2c(C(=O)N/N=C/c3c(F)cccc3Cl)nnn2-c2nonc2N)c1,6%,?,-3%,-11%,-7%,-51%[inhibitor],4%,i,2%
CCOc1ccc(CC(=O)NNC(=S)Nc2ccc(OC)c(OC)c2)cc1,13%,87%[activator],2%,8%,2%,i,-2%,i,9%
COC(=O)C[C@H]1CC[C@@H](NS(=O)(=O)c2ccc(C)cc2)[C@@H](CO)O1,?,12%,-8%,8%,-2%,-1%,/,i,-3%
O=C(Cn1ccc2ccccc2c1=O)NCCC(=O)Nc1ccc(F)cc1F,-13%&20%,4%&6%,3%,-2%&-15%,-1%&0%,-23%,1%,i,-20%&1%
Cc1[nH]c2ccccc2c1C(=O)C(=O)N1CC(C)OC(C)C1 (stereo unspecified),20%,-14%,3%,17%,-1%,i,1%,i,2%

# 4 compounds drawn at random from the list so far, as already listed:
SMILES,TDP43 rescue,GLP1R inv ag,aSyn yeast inh,FUS yeast rescue,HEK293 tox,PTHR1 ag,Mm-Cpn inhibitor,pAkt inh,Abeta yeast res
COc1ccc(C(=O)COC(=O)c2cc(-c3cccs3)nc3ccccc23)cc1,16%,17%,/,2%,3%,0%,/,/,-8%
CCOc1ccc(CC(=O)NNC(=S)Nc2ccc(OC)c(OC)c2)cc1,13%,87%[activator],2%,8%,2%,i,-2%,i,9%
COc1ccc(-n2c(=O)c3sc4ccccc4c3n(Cc3ccccc3)c2=O)cc1,14%,4%,/,-34%,1%,-36%[inhibitor],/,/,0%
CC1(C)Cc2c(sc3c2c(=O)n(Cc2ccccc2)c2nncn32)CO1,-12%,11%,-6%,-10%,-4%,5%[57.5 µM],2%,i,-9%

# Remaining list, next part
SMILES,TDP43 rescue,GLP1R inv ag,aSyn yeast inh,FUS yeast rescue,HEK293 tox,PTHR1 ag,Mm-Cpn inhibitor,pAkt inh,Abeta yeast res
COc1cc(/C=N/n2nnnc2N)ccc1OCC#N,11%,10%,1%,-11%,1%,-15%,1%,i,-6%
O=c1oc2ccc3ccccc3c2cc1-c1nnc(Nc2cccc(F)c2)s1,13%,3%,/,-10%,-15%,-3%,/,/,-15%
CCCn1ccc2c(OCC(=O)Nc3ccc(NC(C)=O)cc3)cccc2c1=O,-4%,19%,-6%,25%,-15%,-40%,-1%,i,1%
CCCOC(=O)c1c(NC(=O)/C=C/c2cnn(C)c2C)sc(C(=O)OC)c1C,-18%,0%,-13%,5%,-4%,-2%,0%,i,3%
Cc1ccccc1-n1c(C)nnc1SCC(=O)N1CCc2ccccc2C1,1%,8%,1%,/,10%,i,-1%,i,-3%
C/C=C/c1ccc(OCC(=O)NCc2ccccc2OC)c(OC)c1,12%,-20%,7%,-13%,-1%,-20%,2%,i,-5%
O=C(c1ccco1)N1C2C=CC(C2)C1(C(F)(F)F)C(F)(F)F (stereo unspecified),0%,-11%,6%,/,6%,i,0%,i,7%
O=C1CSC(c2cccc([N+](=O)[O-])c2)N1c1ccc(O)cc1 (stereo unspecified),25%,19%,2%,4%,3%,-17%,5%,i,-12%
CCCCn1c(N)c(N(CC(C)C)C(=O)c2cc3c(s2)CCCCC3)c(=O)[nH]c1=O,5%,8%,1%,0%,-12%,-6%,0%,i,-2%
Cc1ccc(N=Cc2cc(Br)cc(Cl)c2O)cc1,-28%,?,1%,-35%,17%,-29%,1%,i,-26%
CC(=O)N1[C@H](C)C=C[C@]1(Cc1ccccc1)C(=O)NCc1cc(F)cc(C(F)(F)F)c1,28%,?,1%,25%,-19%,-35%[inhibitor],0%,i,6%
COc1ccc(Nc2nnc(-c3ccc(C(=O)NCCO)cc3)c3ccccc23)cc1,-4%,-9%,-6%,41%,-1%,i,0%,i,-7%
CC(Oc1ccccc1)C(=O)N/N=C/c1ccccn1 (stereo unspecified),7%,4%,-4%,13%,15%,i,0%,i,-10%
c1ccc(NNC2=NCCCCC2)cc1,-12%,?,-1%,-22%,-20%,?,0%,i,1%
CCOC(=O)N1CCN(C(=O)COC(=O)C2CCN(S(=O)(=O)c3c(C)c(C)cc(C)c3C)CC2)CC1,15%,14%,10%,?,4%,-36%[inhibitor],-2%,i,16%
CCOc1ccccc1N(C)C(=O)C1CCCN(c2ncnc3c2nc2n3CCCCC2)C1 (stereo unspecified),12%,5%,/,8%,-2%,i,/,/,-8%
COc1ccc(C(=O)NC2CCN(S(=O)(=O)c3ccc(C)cc3)CC2)cc1,11%,?,2%,-14%,-9%,-22%,-1%,i,-5%
COc1ccccc1CC(=O)NNS(=O)(=O)c1cccc([N+](=O)[O-])c1,-13%,4%,3%,5%,-3%,i,3%,i,0%
CCCS(=O)(=O)NC(=O)C1(C)CCN(C(=O)c2ccc3ccccc3n2)C1 (stereo unspecified),5%,33%[activator],2%,2%,-4%,i,/,i,-14%
Cc1ccc(OCC(=O)Nc2ccc(NC(=O)c3ccccc3)cc2)cc1C,4%,6%,-3%,11%,3%,i,-5%,i,-15%
Nc1c(C(=O)NCc2ccc3c(c2)OCO3)nnn1Cc1ccc(Br)cc1,-4%,?,0%,8%,-22%,-17%,3%,i,8%
CN(C(=O)CSc1nnc2ccccn12)c1c(N)n(Cc2ccccc2)c(=O)[nH]c1=O,-3%,20%,-17%,/,3%,i,-1%,i,3%
Cc1ccn(CC(=O)NC2CCCN(Cc3ccc(CC(C)C)cc3)C2)n1 (stereo unspecified),6%,?,0%,-2%,-8%,-27%,1%,i,-11%
CCOC(=O)N1CCN(C(=O)C2CCCN(S(=O)(=O)c3cc(C)ccc3OC)C2)CC1 (stereo unspecified),-17%,7%,1%,11%,6%,-16%,0%,i,5%
CC(=O)Nc1ccc(NC(=O)C2CC(=O)N(c3cccc(Cl)c3)C2)cc1 (stereo unspecified),10%,-8%,12%,-24%,1%,i,1%,i,0%
COc1ccc(CN2CCCC(C(=O)N3CCCC3)C2)c(OC)c1OC (stereo unspecified),-7%,22%,1%,-12%,-1%,3%,/,i,-32%
CCOC(=O)C12CNC(=O)C(C(=O)OCC)(CNC1=O)C2,-4%,10%,-3%,-15%,0%,-10%[57.5 µM],0%,i,10%
COc1cc(NC(=O)c2nn(C)c3c2CS(=O)(=O)c2ccccc2-3)cc(OC)c1,18%&19%,17%&11%,3%,-17%&-18%,-9%&-2%,-36%[inhibitor],0%,i,2%&-4%
CC(=O)c1ccc(OCc2cc(C(=O)N3CCCCC3c3cccnc3)no2)cc1 (stereo unspecified),-9%,13%,?,27%,-8%,-52%[inhibitor],2%,i,-8%
O=c1[nH]c2ccccc2c(=O)n1Cc1ccco1,-5%,11%,-2%,-4%,2%,-13%[57.5 µM],0%,i,-6%
N#Cc1ccccc1OCC(=O)NNC(=O)CCC1CCCC1,16%,0%,3%,3%,4%,i,2%,i,-7%
COC(=O)CC1Oc2ccccc2-n2cc(-c3ccc(F)cc3)nc21 (stereo unspecified),6%,-22%,/,4%,-17%,i,/,/,-25%
Cc1cc(O)c(NC(=S)NC(=O)c2ccc(-c3ccc(Cl)cc3)o2)cc1C,28%,?,2%,?,13%,-29%,1%,i,23%[9.22 µM]
